BoNT F protease: inhibitors of Botulinum neurotoxin F light chain protease; inhibition, % at 10 µM; 360,000 tested, 0.22% active; Multiplex microsphere protease cleavage assay, flow cytometry; AID 588497; in the data active = inhibition above about 35%, passing the limit was not always enough; inconclusive = no clear call, values can overlap the other calls; also: plate controls were buffer without enzyme for full effect and enzyme alone for no effect
PrPC TRFRET: inhibitors of human cell surface prion protein PrPC; P04156; TR-FRET read-out; inhibition, % at 13.8 µM; 370,000 tested, 0.43% active; in the data active = inhibition above about 24%; also: 0% = median of the test wells and 100% = reference compound wells
CCHF vOTU inh: CCHFV vOTU protease inhibition. Pep-AMC fluorescence. inhibition, % at 11.5 µM. 370,000 tested, 0.55% active. AID 651958; also: 0% = vehicle wells with enzyme and 100% = no enzyme wells
FadD28 FP inh: blocks FadD28 binding to the bisubstrate probe; 360,000 tested, 0.22% active; AID 588549; inhibition, % at 12.5 µM; fluorescence polarization; in the data active = inhibition above about 8.5%, passing the limit was not always enough; inconclusive = no clear call, values can overlap the other calls
UGM FP inh: blocks M. tuberculosis UGM enzyme | inhibition, % at 10 µM | 320,000 tested, 0.06% active | purified UGM, fluorescence polarization probe displacement | P9WIQ1; in the data active = inhibition above about 10%, passing the limit was not always enough; inconclusive = no clear call, values can overlap the other calls
Target sequence (P9WIQ1 whole entry, looked up): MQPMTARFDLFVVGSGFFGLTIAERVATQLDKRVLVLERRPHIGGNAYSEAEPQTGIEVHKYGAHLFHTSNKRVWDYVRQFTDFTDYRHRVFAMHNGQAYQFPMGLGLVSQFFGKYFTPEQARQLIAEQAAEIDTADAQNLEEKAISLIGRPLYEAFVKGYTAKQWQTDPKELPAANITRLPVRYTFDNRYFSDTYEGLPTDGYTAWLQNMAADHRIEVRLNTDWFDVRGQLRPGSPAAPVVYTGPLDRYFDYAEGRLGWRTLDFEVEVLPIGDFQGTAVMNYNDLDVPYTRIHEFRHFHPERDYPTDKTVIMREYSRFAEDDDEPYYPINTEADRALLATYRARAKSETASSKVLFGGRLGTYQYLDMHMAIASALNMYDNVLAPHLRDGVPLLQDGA
GDH-TPI inh: inhibits GDH-TPI coupling enzymes, artifact for Mtb FBA screen. GDH-TPI coupled enzyme counterscreen, NADH absorbance. inhibition, % at 4.8 µM. 360,000 tested, 1.2% active. AID 588335;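 also: 0% = DMSO wells and 100% = wells lacking the enzyme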
Mtb BioA inh: BioA (M. tuberculosis) enzyme inhibition. purified M. tuberculosis BioA enzyme, plate reader. inhibition, % at 9.99 µM. 360,000 tested, 0.096% active. AID 602481; in the data active = inhibition above about 40%; inconclusive = no clear call, values can overlap the other calls
BoNT A protease: blocks Botulinum neurotoxin A light chain protease | multiplex microsphere protease substrate cleavage, flow cytometry | inhibition, % at 10 µM | 360,000 tested, 0.17% active | AID 588499; in the data active = inhibition above about 30%; inconclusive = no clear call, values can overlap the other calls; also: plate controls were buffer without enzyme for full effect and enzyme alone for no effect
Mtb FBA inh: Mtb fructose-bisphosphate aldolase inhibition; P9WQA3; purified M. tuberculosis FBA, fluorescence read-out; inhibition, % at 1 µM; 360,000 tested, 2.3% active; AID 588726; in the data active = inhibition above about 27%;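 also: 0% = vehicle and 100% = reference inhibitor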
Target sequence (P9WQA3 whole entry, looked up): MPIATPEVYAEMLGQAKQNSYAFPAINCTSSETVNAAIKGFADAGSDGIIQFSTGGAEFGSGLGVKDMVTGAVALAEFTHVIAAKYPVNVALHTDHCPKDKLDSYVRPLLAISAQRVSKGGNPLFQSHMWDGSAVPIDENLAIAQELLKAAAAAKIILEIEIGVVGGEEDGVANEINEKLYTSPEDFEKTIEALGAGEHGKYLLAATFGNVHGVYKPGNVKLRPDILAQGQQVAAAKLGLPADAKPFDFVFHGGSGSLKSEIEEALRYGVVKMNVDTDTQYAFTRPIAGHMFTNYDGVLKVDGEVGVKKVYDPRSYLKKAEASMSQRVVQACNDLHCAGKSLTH
Numbers without * were called inactive; ? = inconclusive; . = no result given. Rule as the data show it, unless noted: active = inhibition above about 30%; inactive = the rest. Hits appear at their usual frequency; about 4.8% have a hit in one of these screens.

The first two entries, to show the layout:
SMILES	BoNT F protease	PrPC TRFRET	CCHF vOTU inh	FadD28 FP inh	UGM FP inh	GDH-TPI inh	Mtb BioA inh	BoNT A protease	Mtb FBA inh
O=C(N/N=C/CCc1ccccc1)C1CCCCC1	2	15	-14	-3.5	0.4	3	.	-0.1	2
COc1cc(C(=O)N2CCN(Cc3ccccc3C(F)(F)F)CC2)cc(OC)c1OC	-2	5	-4	-1.0	-8.5	4	1.2	-0.4	6

Results, repeating the preview:
SMILES	BoNT F protease	PrPC TRFRET	CCHF vOTU inh	FadD28 FP inh	UGM FP inh	GDH-TPI inh	Mtb BioA inh	BoNT A protease	Mtb FBA inh
O=C(N/N=C/CCc1ccccc1)C1CCCCC1	2	15	-14	-3.5	0.4	3	.	-0.1	2
COc1cc(C(=O)N2CCN(Cc3ccccc3C(F)(F)F)CC2)cc(OC)c1OC	-2	5	-4	-1.0	-8.5	4	1.2	-0.4	6
CC(=O)c1cccc(NC(=O)NC(C)C2CCCO2)c1 (configuration not stated)	9	-1	-3	0.7	-1.9	-1	.	-0.6	7
COc1ccc(-c2ccc3nnc(SCC(=O)Nc4ccc(NC(C)=O)cc4)n3n2)cc1	-6	-2	-2	-1.7	-2.8	12	.	-4.6	4
CCCS(=O)(=O)NC(=O)C1(C)CCN(C(=O)c2ccc(F)c(C)c2)C1 (configuration not stated)	-4	0	-4	1.3	.	7	-0.7	-0.4	-1
Cc1cccc(NC(=O)c2c(C)nn(-c3ccccc3)c2Cl)c1	-3	-1	-13	0.0	0.7	2	.	-1.0	1
Cc1ccc(S(=O)(=O)NC(CC(C)C)C(=O)N2CC(C)OC(C)C2)cc1 (configuration not stated)	0	-3	7	-2.2	2.9	0	-0.6	-1.5	-3
Cc1cc(NC(=O)COn2nnc3ccc(S(C)(=O)=O)cc32)ccc1Br	-9	0	7	-1.4	-0.4	14	.	0.1	-2
Cc1cc(F)ccc1S(=O)(=O)N(C(=O)c1ccncc1)c1ccc(OC(=O)c2ccncc2)cc1	1	6	7	-3.3	-0.5	-3	0.8	-0.6	0
Cc1ccc(NC(=O)c2ccc(S(=O)(=O)N3CCCCC3)cc2)cc1	2	7	-2	-2.7	.	8	0.0	0.0	0
NC(=O)C1CCN(C(=O)c2ccc(Cl)c(NC(=O)c3cccs3)c2)CC1	-2	-5	-8	-2.1	.	0	2.6	-0.3	-2
CN(C)c1ccc(/C=C(/NC(=O)c2ccccc2Cl)C(=O)NCCN2CCOCC2)cc1	-2	-9	8	-3.2	0.8	42*	-2.4	1.3	-2
Cc1ccc(-c2nnc(SCC#CCOC(=O)c3ccco3)o2)cc1	6	9	1	-5.4	-0.8	-6	-2.5	0.0	-1
O=C(Cc1ccsc1)Nc1ccc(S(=O)(=O)C(F)F)cc1	0	1	-6	0.2	0.5	9	2.0	0.0	-3
Cc1cc(C(=O)NCC(=O)Nc2c(C)cccc2C)c(C)o1	-11	2	-8	-2.3	-3.2	1	-1.3	-2.5	3
CCn1c(C)c(C2=CCN(S(=O)(=O)c3ccccc3)CC2)c2ccccc21	-5	-1	-11	-1.4	2.0	-9	-1.4	2.5	4
Cn1c(O)c(/C=C2/C=CC=N2)c(=O)[nH]c1=O	-6	9	-1	-4.3	1.6	-12	.	-1.2	-1
S=C1SCN(CCN2CCOCC2)CN1Cc1ccccc1	-6	6	-6	-1.0	0.3	9	2.1	-2.7	1
NC1=CC(=O)C(=O)c2ccccc21	-14	-1	20	0.6	.	10	-0.5	-0.6	1
O=P(c1ccccc1)(c1ccccc1)c1nc(-c2ccccc2)oc1NCc1ccccc1	-3	8	4	0.2	-1.4	1	.	-0.8	4
CC(C)COc1ccc(C(=O)N(CC(=O)Nc2ccccc2C(F)(F)F)Cc2ccco2)cc1	-2	-8	12	-2.0	-0.9	-13	.	1.5	3
COc1cc(/C=C/C(=O)Nc2cccc(S(=O)(=O)N3CCOCC3)c2)ccc1OCC#N	4	4	10	-11	-0.6	22	0.8	-0.4	2
CCCC(=O)OCC(=O)Nc1ccc(N=Nc2ccccc2)cc1	-1	-10	16	-3.0	-0.1	28	.	-0.5	2
Cc1ncc([N+](=O)[O-])n1CC(=O)N/N=C/c1ccccc1F	1	3	21	0.8	-1.1	4	.	-1.1	1
Fc1cccc(Cl)c1C1SCc2nc3ccccc3n21 (configuration not stated)	-10	1	-11	-3.2	.	.	.	0.1	1
CCOC(=O)C1(CC2CC2)CCN(C(=O)c2cc(C3CC3)nc3ccccc23)CC1	0	7	5	-1.8	3.2	10	2.9	0.7	2
CSc1nccn1C(=O)c1ccccc1[N+](=O)[O-]	-10	-6	-13	0.2	0.8	18	-0.4	-3.5	19
Cc1ccc(N2CC(NC(=O)C(=O)c3c(C)[nH]c4ccccc34)CC2=O)cc1 (configuration not stated)	-10	-4	2	-1.1	1.1	9	2.3	-3.9	0
N#CCCn1cc(/C=N/N=C2\NC(=O)C(CC(=O)O)S2)c(-c2ccc(F)cc2)n1 (configuration not stated)	2	4	14	-0.6	-1.7	27	-1.3	0.0	6
O=C1OC(Nc2ccc(Br)cc2F)c2ccccc21 (configuration not stated)	-1	-8	-10	-1.1	-3.1	4	-3.0	-1.0	0
CN1CCN(c2ccc(NC(=O)CSc3nnnn3-c3ccccc3F)cc2)CC1	-14	-4	7	-4.1	1.1	-13	-4.2	3.6	-2
O=C(OC1CCOC1=O)c1cccc(S(=O)(=O)Nc2ccc(F)cc2)c1 (configuration not stated)	-4	5	2	-5.3	4.1	13	.	-0.1	-2
CCc1nc2c(OCc3ccc(Cl)cc3Cl)cccn2c1N(C=O)Cc1ccc(OC)cc1	-10	0	9	-6.7	.	6	-0.7	-0.3	0
CC(Oc1ccccc1Cl)C(=O)N1CCCN(C)CC1 (configuration not stated)	1	-1	21	-3.9	1.0	-5	-0.3	1.2	0
CCOC(=O)c1cc(C(=O)Nc2ccc(S(=O)(=O)Nc3ccc(OC)cc3)cc2)nn1C	-8	0	4	-4.7	-0.9	-1	-0.3	1.2	2
Cc1ccc(S(=O)(=O)N2CCCCC2)cc1NC(=O)CNC(C)c1ccc(Cl)c(Cl)c1 (configuration not stated)	-4	17	8	.	-3.3	1	-3.2	0.1	3
CCCc1nnc(NC(=O)CCC(=O)N2CCN(c3ccccc3)CC2)s1	-8	-2	6	1.2	-0.3	4	.	-0.9	4
CCC(C)NC(=O)C1CCC(CNS(=O)(=O)c2ccc3c(c2)N(C(C)=O)CCO3)CC1 (configuration not stated)	5	1	0	-1.2	2.9	-6	2.0	0.9	0
O=C(CCCNC(=O)/C(=C/c1ccc(F)cc1)NC(=O)c1ccccc1)OCc1ccccc1	-5	-6	6	-0.9	-2.7	0	-0.1	-0.1	-2
CCCCNC(=O)C1CCCN1C(=O)Nc1cccc(OC)c1 (configuration not stated)	-9	-2	-9	1.9	2.3	13	.	-0.7	0
COc1cc(OC)cc(C(=O)NCC(=O)OCc2cc(=O)oc3cc(OC)ccc23)c1	0	-3	-14	-6.3	2.4	11	.	0.1	15
CC1=CCC(C(=O)O)(C(=O)N/N=C/c2cccs2)C(c2ccc([N+](=O)[O-])cc2)C1 (configuration not stated)	4	-9	9	-0.8	2.3	17	-2.7	2.8	1
CCCc1ccc(OCCNC(C)=O)cc1	-6	-2	-2	-3.1	-1.9	-6	.	-0.4	-3
Cc1ccc(C)c(-n2cc(CNC(C)Cn3cncn3)c(-c3ccccc3)n2)c1 (configuration not stated)	-6	-7	0	-3.0	-0.9	3	-0.2	-1.6	-1
CC(C)Oc1cccc(C(=O)Nc2ccc(NC(=O)c3ccco3)cc2)c1	0	-10	7	0.1	-0.7	30	-1.5	-0.8	2
O=C1NC(=O)c2cc3ccccc3cc21	6	-7	-30	-0.3	2.6	3	0.4	3.3	37*
Cc1ccc(C(=O)NCC(=O)OCC(=O)Nc2cccc(S(=O)(=O)N3CCCC3)c2)cc1C	-3	-6	0	-0.5	3.0	10	0.5	-0.4	-2
CCN(CC)S(=O)(=O)c1ccc(N2CCOCC2)c(NC(=O)Cc2ccc(Cl)cc2)c1	0	-5	9	-1.0	0.4	5	.	1.5	-3
CCC(=O)Nc1cccc(-c2nc3ccccc3o2)c1	?	-6	-5	-4.5	-1.6	0	-1.0	1.4	11
CC(C)CC(C)NC(=O)c1ccc(C(F)(F)F)cc1 (configuration not stated)	-7	8	-7	-0.2	-0.3	7	-0.7	0.4	-3

(more compounds)
SMILES	BoNT F protease	PrPC TRFRET	CCHF vOTU inh	FadD28 FP inh	UGM FP inh	GDH-TPI inh	Mtb BioA inh	BoNT A protease	Mtb FBA inh
CCCNC(=O)C1CN(C(=O)c2nn(Cc3ccccc3)c(=O)c3ccccc23)c2ccccc2O1 (configuration not stated)	-3	-5	-13	-1.4	-0.9	5	1.0	-0.3	0
CC(C)Oc1ccc(C2NC(=O)NC2=O)cc1 (configuration not stated)	12	1	0	0.3	2.8	1	-1.4	-0.7	5
COC(=O)[C@H](Cc1ccccc1)NCCCn1cnc(C(=O)Nc2ccc(C)c(C)c2)n1	-4	-2	5	-0.6	.	6	1.5	-0.4	-2
COc1ccc(C)cc1-n1nnnc1SCc1cc(=O)n2cc(C)ccc2n1	-2	4	2	0.3	-2.1	9	1.6	0.6	5
CN(Cc1cccs1)C(=O)Cc1csc(-c2ccccc2)n1	-2	3	7	-1.9	-0.2	4	-0.2	1.4	7
CC(OC(=O)Cn1cnc2c1c(=O)n(C)c(=O)n2C)C(=O)c1ccccc1 (configuration not stated)	3	-4	-3	-1.0	-0.5	3	-2.0	4.5	-2
COc1ccccc1Nc1nc(Cl)c(C=O)s1	0	1	-7	-0.8	2.5	16	-2.3	9.8	2
CC(C)(C)NC(=O)CSc1nc(O)cc(=O)[nH]1	2	3	13	-2.2	0.9	-3	.	-0.4	0
CCOC(=O)c1[nH]c(C)c(/C(O)=C2\C(=O)C(=O)N(CCN3CCOCC3)C2c2cccs2)c1C (configuration not stated)	6	18	15	0.7	1.6	16	0.8	3.5	0
CC1CCN(Cc2ccc(-c3nn[nH]n3)cc2)CC1	-13	-1	5	0.4	0.1	-1	-1.2	-0.4	3

Six entries from above in a different format:
Structure,BoNT F protease,PrPC TRFRET,CCHF vOTU inh,FadD28 FP inh,UGM FP inh,GDH-TPI inh,Mtb BioA inh,BoNT A protease,Mtb FBA inh
CC(OC(=O)Cn1cnc2c1c(=O)n(C)c(=O)n2C)C(=O)c1ccccc1 (configuration not stated),3,-4,-3,-1.0,-0.5,3,-2.0,4.5,-2
CCOC(=O)c1[nH]c(C)c(/C(O)=C2\C(=O)C(=O)N(CCN3CCOCC3)C2c2cccs2)c1C (configuration not stated),6,18,15,0.7,1.6,16,0.8,3.5,0
CC(C)Oc1ccc(C2NC(=O)NC2=O)cc1 (configuration not stated),12,1,0,0.3,2.8,1,-1.4,-0.7,5
CC(C)(C)NC(=O)CSc1nc(O)cc(=O)[nH]1,2,3,13,-2.2,0.9,-3,.,-0.4,0
COC(=O)[C@H](Cc1ccccc1)NCCCn1cnc(C(=O)Nc2ccc(C)c(C)c2)n1,-4,-2,5,-0.6,.,6,1.5,-0.4,-2
CC1CCN(Cc2ccc(-c3nn[nH]n3)cc2)CC1,-13,-1,5,0.4,0.1,-1,-1.2,-0.4,3

Additional results.
SMILES	BoNT F protease	PrPC TRFRET	CCHF vOTU inh	FadD28 FP inh	UGM FP inh	GDH-TPI inh	Mtb BioA inh	BoNT A protease	Mtb FBA inh
COC(=O)c1cc(OC)c(OC)cc1NC(=S)N1CCN(C/C=C/c2ccccc2)CC1	2	-6	-19	-0.5	1.9	12	-0.8	0.1	-1
CCOC(=O)C1=CNS(=O)(=O)NC1CCc1ccccc1 (configuration not stated)	-1	-6	-3	-0.9	.	5	1.3	-0.2	3
CCCCOc1ccc(-c2nnn(C(C)(C)C(=O)OC)n2)cc1	-7	6	16	-3.0	0.2	4	-1.2	-0.6	-1
Cc1cc(=O)nc2c3ccccc3n(C(C)C(=O)NCCC(C)C)n12 (configuration not stated)	3	3	-14	0.6	0.4	7	0.3	-0.1	4
COc1ccc(CC(=O)NCc2ccccc2)cc1	32	11	-15	-0.1	-1.2	-6	-2.3	-1.2	-1
O=[N+]([O-])c1ccccc1S(=O)(=O)N1CCSCC1	0	-5	-9	-1.7	-2.2	0	0.7	0.0	-1
COc1ccc(Cl)cc1NS(=O)(=O)c1cccc(C(=O)NCC(c2ccco2)N(C)C)c1 (configuration not stated)	-4	5	-10	-5.6	0.1	3	0.7	1.1	0
Cc1[nH]ccc(=O)c1Cc1c(Cl)cccc1Cl	-13	2	-10	-0.3	1.3	-3	3.6	-2.9	2

Screens deposited in PubChem BioAssay by several laboratories.
